High-throughput results from PubChem BioAssay.
ULK1 inh: inhibitors of human ULK1 kinase; inhibition, % at 5.96 µM; AID 1259251; AlphaScreen Atg13 phosphorylation by ULK1, luminescence; O75385; 30,000 compounds, 1.9% hits; in the data active = inhibition above about 43%;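 also: 0% = median of compound wells and 100% = no enzyme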
Target sequence (O75385 whole entry, looked up): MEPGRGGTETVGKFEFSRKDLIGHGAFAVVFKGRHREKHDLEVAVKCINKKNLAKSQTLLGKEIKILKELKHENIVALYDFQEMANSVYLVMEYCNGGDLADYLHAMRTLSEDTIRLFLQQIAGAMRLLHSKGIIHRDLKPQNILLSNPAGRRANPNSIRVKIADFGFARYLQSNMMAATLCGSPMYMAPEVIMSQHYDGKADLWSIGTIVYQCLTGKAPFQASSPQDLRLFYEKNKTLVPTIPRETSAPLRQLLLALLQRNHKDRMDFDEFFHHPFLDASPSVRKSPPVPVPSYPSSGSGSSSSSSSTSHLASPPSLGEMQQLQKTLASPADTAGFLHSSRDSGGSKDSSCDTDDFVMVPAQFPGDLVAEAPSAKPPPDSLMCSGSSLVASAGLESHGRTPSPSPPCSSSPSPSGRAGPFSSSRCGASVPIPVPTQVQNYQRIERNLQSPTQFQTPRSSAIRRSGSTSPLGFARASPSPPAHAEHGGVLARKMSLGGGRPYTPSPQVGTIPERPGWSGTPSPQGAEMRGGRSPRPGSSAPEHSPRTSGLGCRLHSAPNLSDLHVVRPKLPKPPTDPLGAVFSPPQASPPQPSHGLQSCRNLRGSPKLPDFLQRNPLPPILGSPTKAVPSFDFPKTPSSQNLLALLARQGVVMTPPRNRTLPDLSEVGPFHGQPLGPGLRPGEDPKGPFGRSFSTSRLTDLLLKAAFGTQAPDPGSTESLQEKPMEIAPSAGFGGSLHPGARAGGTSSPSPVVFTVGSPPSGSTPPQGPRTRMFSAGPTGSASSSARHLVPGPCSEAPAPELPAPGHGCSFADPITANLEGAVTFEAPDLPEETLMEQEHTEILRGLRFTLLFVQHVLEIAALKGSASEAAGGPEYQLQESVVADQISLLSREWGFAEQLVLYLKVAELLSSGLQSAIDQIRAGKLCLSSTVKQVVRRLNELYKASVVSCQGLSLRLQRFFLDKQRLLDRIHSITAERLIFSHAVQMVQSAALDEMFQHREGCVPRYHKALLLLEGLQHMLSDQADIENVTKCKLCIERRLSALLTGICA
ASK1 primary: inhibitors of human ASK1 kinase; Q99683; AlphaScreen MKK6 phosphorylation by ASK1, luminescence; inhibition, % at 7.44 µM; 22,000 compounds, 0.99% hits; AID 1159602; in the data active = inhibition above about 35%;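 also: 0% = median of compound wells and 100% = no enzyme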
Active calls of the source: *; . = not tested or not shown.

SMILES	ULK1 inh	ASK1 primary
O=C1CCCN1CCCNc1nc(N2CCC(N3CCOCC3)CC2)nc2c1ncn2CCN1CCCC1=O	9.2	-7.7
O=C(NCCN1CCOCC1)c1ccnc(NCCCN2CCCC2=O)c1	-2.0	-1.3
CN(C)CCCNc1nc(C2COc3ccccc3O2)nc2ccc(-c3cn[nH]c3)cc12 (configuration not stated)	7.9	13.3
Cc1cncc(NC(=O)c2cc(N3CCOCC3)cc(-n3cc(NC(=O)Cc4ccccc4)cn3)c2)c1	-17.6	9.6
CC(=O)Nc1nnc(S(N)(=O)=O)s1	-4.9	.
CCCc1cc(=O)[nH]c(=S)[nH]1	6.4	.
CC(=O)c1cccc(-c2nc(NCCOc3ccccc3)c3ncn(C(C)C)c3n2)c1	-3.1	-2.3
Nc1nccc(-c2cc(F)c3nc(C4COc5ccc(C(=O)NCCc6cccs6)cc5C4)[nH]c3c2)n1 (configuration not stated)	-3.1	26.1
CC(C)n1c(N2CCCC2CO)nc2c(N)ncnc21 (configuration not stated)	8.9	-6.7
CC(C)n1cnc2c(Nc3ccccc3)nc(N3CCN(Cc4ccc5c(c4)OCO5)CC3)nc21	-4.0	-0.6
COCCNC(=O)C(C(=O)c1ccc(F)cc1)n1cc(C)ccc1=O (configuration not stated)	-5.9	.
O=C1Cc2ccccc2N1C1CCN(CC(O)COc2ccccc2)CC1 (configuration not stated)	1.6	.
COc1cc(Nc2cc(C)nc(-c3ccc(C(=O)N4CCN(C)CC4)cc3)n2)cc(OC)c1OC	-11.1	0.5
Cc1noc(C)c1-c1nc(Nc2ccc(Oc3ccccc3)cc2)c2ncn(C(C)C)c2n1	-13.9	-7.3
O=C(Nc1ccc(N2CCOCC2)cc1)c1csc(Nc2nccc3ccccc23)n1	16.0	1.8
CCCNc1ccnc(Nc2ncccn2)n1	0.1	-14.2
NC(=O)c1ccc(-c2nc(Nc3ccc(Oc4ccccc4)cc3)c3ncn(CCN4CCCC4=O)c3n2)cc1	-19.4	1.2
CCNc1nc(Nc2ccccc2)c2ncn(-c3ccccc3)c2n1	-9.9	-8.4
O=C(NCc1cccc(F)c1)Nc1ccc(-c2cn[nH]c2)cc1OCCN1CCOCC1	-0.8	-3.6
CC(C)N(CCNc1nc(Nc2ccccc2)nc2c1ncn2C1CCCCC1)C(C)C	-3.4	-7.8
Cc1c(F)c(N2CCNC(C)C2)cc2c1c(=O)c(C(=O)O)cn2C1CC1 (configuration not stated)	8.7	.
c1ccc(Nc2nc(NCCN3CCOCC3)nc3nc[nH]c23)cc1	-9.5	-4.6
CN1CCN(c2cc(-c3ccccn3)nc(-c3ccccc3)n2)CC1	-11.2	.
CCCCCCCCCCCCN1CCCCCC1=O	9.1	.
c1ccc(OCCNc2nc(Nc3ccccn3)nc3c2ncn3C2CCCCC2)cc1	-6.2	1.0
Next structures:
SMILES	ULK1 inh	ASK1 primary
CCN(CC)c1nc(NCCc2ccc(OC)cc2)nc(N2CCN(c3ccccn3)CC2)n1	-4.0	3.6
O=C(NCc1nc2ccccc2[nH]1)c1cccc(Nc2ccncn2)n1	5.0	25.3
CC(=O)Nc1ccc(Nc2nc(-c3cccc(C(C)=O)c3)nc3c2ncn3CCN2CCCC2=O)cc1	-1.7	7.2
Cc1nn(C)c(C)c1-c1cncc(C(=O)NCc2nc3ccccc3[nH]2)c1	17.1	-15.3
Cn1c(Nc2nc(NC3CCN(Cc4ccccc4)CC3)c3ncn(-c4ccsc4)c3n2)nc2ccccc21	15.1	11.2
COc1cc(Nc2nc(Nc3ccc(-n4ccnc4)cc3)nc3c2ncn3CCN2CCCC2=O)cc(OC)c1OC	-7.0	26.8
FC(F)(F)c1ccc(Cn2cnc3c(NC4CC4)nc(Nc4ccncn4)nc32)cc1	-22.7	-14.6
COc1ccc(CCNc2nc(Nc3cccc(N(C)C)c3)nc3c2ncn3-c2ccsc2)cc1	9.9	20.1
O=C(NCc1ccccc1)c1cnc(-c2cccs2)s1	10.6	8.3
CC(C)n1c(N2CCCC2CO)nc2c(NCCN3CCOCC3)ncnc21 (configuration not stated)	11.1	5.5
COc1ccc(Cl)cc1NC(=O)/C(C#N)=C/c1ccc(N2CCOCC2)o1	-3.5	.
CC(=O)c1cccc(-c2cccc(C(=O)NCc3ccccc3)n2)c1	-6.2	-3.2
N[C@H](C(=O)N1CCN(c2ccc3[nH]ncc3c2)CC1)c1ccccc1	10.3	-1.3
Nc1ncc(-c2ccc(S(N)(=O)=O)cc2)cc1-c1cccnc1	-10.3	12.6
CC(C)N(CCNc1nc(-c2ccc(C(=O)NC3CC3)cc2)nc2c1ncn2C(C)C)C(C)C	9.9	3.8
c1cc2c(cc1Nc1nc(N3CCC(N4CCOCC4)CC3)nc3c1ncn3C1CCCCC1)OCO2	22.1	13.8
CC(=O)Nc1cccc(-c2cn[nH]c2-c2ccc(F)cc2)c1	-6.3	12.5
Cc1cc(C)n(-c2ccc(C(=O)O)cc2)n1	-1.9	.
CC(=O)Nc1ccc(Nc2cc(-c3ccc(C(N)=O)cc3)ncn2)cc1	-6.3	-2.7
c1ccc(-n2cc(-c3ccnc4ccccc34)cn2)cc1	-0.1	.
CCc1c(C)nc2ccccc2c1Cl	-8.4	.
c1ccc(CNc2ccnc(Oc3ccccc3)n2)cc1	-2.5	-27.1
COC(=O)c1ccc(Cn2c(-c3nnc(CC(C)C)o3)cc3ccccc32)o1	-10.0	.
Cc1cc(NCc2cccc(C(F)(F)F)c2)nc(N2CCN(Cc3ccc4c(c3)OCO4)CC2)n1	-30.8	8.5
O=C1CCCN1CCn1cnc2c(NC3CC3)nc(-c3ccccc3)nc21	-12.7	-1.4
(list continues)
SMILES	ULK1 inh	ASK1 primary
CCCNc1nc(Nc2cccnc2)nc2nc[nH]c12	37.7	-27.0
O=C(NC1CCN(Cc2ccccc2)CC1)c1ccnc(Nc2ccncn2)c1	2.1	7.9
COc1ccc(CCNC(=O)c2ccc3nc(Nc4nc5ccccc5n4C)sc3c2)cc1	10.9	-26.4
COc1nc(NCc2ccccc2)nc(-c2cccc(N)c2)n1	-22.3	-7.0
Cc1ccc(NC(=O)CCC(=O)NNC(=O)C(c2ccccc2)c2ccccc2)c(C)c1	1.6	.
Cc1nc(-c2ccc(Cl)cc2)oc1CO	12.8	.
CN1CCN(C(=O)c2ccc(-c3cc(NCc4cccc(C(F)(F)F)c4)nc(N)n3)cc2)CC1	-1.9	-2.3
Cn1c(Nc2nc(NCc3cccc(C(F)(F)F)c3)c3ncn(C4CCCCC4)c3n2)nc2ccccc21	8.9	13.4
Cc1cc(NC2CCN(Cc3ccccc3)CC2)nc(Oc2ccccc2)n1	-7.2	-17.8
O=C(NCCN1CCOCC1)c1cccc(-c2ccc(N3CCOCC3)nc2)n1	0.1	-2.1
COc1cc2nc(-c3c(C)nn(C)c3C)nc(N)c2cc1OC	20.7	9.1
CO[C@H]1C=CO[C@@]2(C)Oc3c(C)c(O)c4c(O)c(c5c(nc6cc(C)ccn65)c4c3C2=O)NC(=O)/C(C)=C\C=C[C@H](C)[C@H](O)[C@@H](C)[C@@H](O)[C@@H](C)[C@H](OC(C)=O)[C@@H]1C	-0.4	.
CN(C)c1cccc(Nc2cc(C(=O)NC3CC3)ccn2)c1	10.2	-4.2
Cn1nccc1-c1cc(F)cc(-c2ccnc(Nc3ccc(-n4cnc(N5CCOCC5)n4)cc3)n2)c1	10.3	21.1
O=C(NC1CC1)c1ccc(-c2ncc(C(=O)NCc3cccc(C(F)(F)F)c3)s2)cc1	-18.9	3.0
Nc1nccc(-c2ccc3nc(C4COc5ccccc5C4)cnc3c2)n1 (configuration not stated)	9.0	11.2
COc1ccc(C(C)(C)C)cc1S(=O)(=O)N1CCN(c2nc(C)cc(N3CCCC3)n2)CC1	-2.1	.
COc1cc(Nc2nc(-c3cccc(C(C)=O)c3)ncc2C)cc(OC)c1OC	24.5	7.0
COc1cc2nc(-c3ccc(C(=O)N4CCN(C)CC4)cc3)nc(Nc3ccccc3)c2cc1OC	-7.7	6.2
Cc1cc(NCc2nc3ccccc3[nH]2)nc(Nc2ccccn2)n1	4.6	-10.2
Cc1cccc2cc(C(c3nnnn3C(C)(C)C)N3CCOCC3)c(=O)[nH]c12 (configuration not stated)	-2.5	.
c1ccc(-n2cnc3c(Nc4ccc(N5CCOCC5)cc4)nc(-c4csc5ccccc45)nc32)cc1	-7.3	6.4
CN1CCN(C(=O)c2ccc(-c3nc(Nc4ccc(N5CCOCC5)cc4)c4[nH]cnc4n3)cc2)CC1	1.9	8.1
CN1CCN(CCNC(=O)c2cccc(-n3ncc4ccc(-c5nn[nH]n5)cc43)c2)CC1	-9.3	-25.2
Cc1ccc(-n2nc(C(C)(C)C)cc2N)cc1	-2.1	-5.5
Other structures.
SMILES	ULK1 inh	ASK1 primary
COc1cc(Nc2nc3ncnc(NCCO)c3[nH]2)cc(OC)c1OC	27.6	11.2
O=C(Nc1ccc2[nH]ncc2c1)[C@@H](O)COc1ccc(Cl)cc1	-4.4	-12.4
CCCNc1nc(Nc2ccccc2)nc(N(CC)CC)n1	-12.6	-21.8
N=c1oc2ccc([N+](=O)[O-])cc2cc1C(=O)Nc1ccc(Br)cc1	0.6	.
CN(Cc1ccccc1)C(=O)C1CCN(S(C)(=O)=O)CC1	5.3	.
COc1cc(C(=S)N2CCOCC2)cc(OC)c1OC	-1.4	.
NC(=O)c1cnc(-c2cccc(N)c2)s1	2.4	-3.4
COc1cc(Nc2nc3ccc(C(=O)NCCc4ccc(O)cc4)cc3s2)cc(OC)c1OC	-20.2	-1.2
O=C(NC1CC1)c1ccc2nc(N3CCOCC3)sc2c1	-10.3	-7.6
CC(C)n1cnc2c(Nc3ccccc3)nc(-c3ccc(N4CCOCC4)nc3)nc21	17.1	-3.4
COc1ccc(/C(C)=N/NC(=O)C2CC23CCC3)c(OC)c1 (configuration not stated)	-15.6	.
CN(C)c1cccc(Nc2nc(NC3CCN(Cc4ccccc4)CC3)c3ncn(-c4ccsc4)c3n2)c1	18.8	16.1
COc1cccc(/C=C2\SC(=S)N(C(C)C(=O)O)C2=O)c1 (configuration not stated)	5.3	.
COC(=O)c1ccccc1Oc1cc(C)nc(C)n1	-7.3	.
COc1cc(Nc2ncnc3nc(-c4c(C)noc4C)[nH]c23)cc(OC)c1OC	13.1	4.5
CCN(CC)C(=O)C1CCCN(c2nc(NCc3ccccc3)c3ncn(-c4ccccc4)c3n2)C1 (configuration not stated)	1.4	12.8
CN1/C(=C\C(=O)c2ccco2)c2ccccc2CC1(C)C	-7.1	.
O=C(NCc1nc2ccccc2[nH]1)c1csc(-c2cccs2)n1	7.2	3.7
CC(C)n1cnc2c(NC3CC3)nc(Nc3cccnc3)nc21	23.9	14.8
Cc1cc(Br)ccc1N=C1NC(=O)CS1	11.5	.
CCNc1nccc(NCCOc2ccccc2)n1	-14.2	-24.1
O=C(Cc1ccccc1)N1CCOc2ccc(-c3ccncc3)cc21	-8.5	3.6
CCCNC(=O)c1cnc(N2CCCC2CO)s1 (configuration not stated)	-12.1	-3.3
CCCNC(=O)c1csc(N2CCC(N3CCOCC3)CC2)n1	4.7	-7.6
CCNC(=O)[C@H](CC(C)C)NC(=O)c1ccccc1Oc1nc(OC)cc(OC)n1	-0.1	.
The listing continues:
SMILES	ULK1 inh	ASK1 primary
CCN(CC)c1nc(NCCOc2ccccc2)nc(N2CCCC2CO)n1 (configuration not stated)	-7.7	-9.5
CC(=O)c1cccc(-c2ncc(C)c(NCc3nc4ccccc4[nH]3)n2)c1	-0.5	9.6
NCCCC(N)C(=O)O (configuration not stated)	9.9	.
c1cc(-c2ccnc(Nc3ccc(-c4nnn(-c5cccnc5)n4)cc3)n2)cc(N2CCOCC2)c1	24.7	9.5
Cn1nccc1Nc1cc(C(=O)NC2CC2)c2ccccc2n1	-4.8	5.3
CC(C)n1c(N2CCc3ccccc3C2)nc2c(NC3CCN(Cc4ccccc4)CC3)ncnc21	-3.2	11.4
Cc1nc(-c2cncc(-c3ccccc3)c2)cc(N2CCCCC2)n1	-5.6	.
Cc1ccc2c(c1)CC(C(=O)Nc1cc(F)c(-c3cn[nH]c3)cc1OCCN(C)C)CO2 (configuration not stated)	-27.0	14.9
OCC1CCCN1c1nc(NCCOc2ccccc2)c2ncn(-c3ccsc3)c2n1 (configuration not stated)	-16.6	11.9
Cc1nc(N/N=C/c2ccccc2O)cc(N2CCCCC2)n1	-15.3	.

Shown with two lines to a compound: part of the list above.
Values in the order – ULK1 inh, ASK1 primary
CCN(CC)C(=O)C1CCCN(c2nc(NCc3ccccc3)c3ncn(-c4ccccc4)c3n2)C1 (configuration not stated)
→ 1.4, 12.8
CN1/C(=C\C(=O)c2ccco2)c2ccccc2CC1(C)C
→ -7.1, .
O=C(NCc1nc2ccccc2[nH]1)c1csc(-c2cccs2)n1
→ 7.2, 3.7
CC(C)n1cnc2c(NC3CC3)nc(Nc3cccnc3)nc21
→ 23.9, 14.8
Cc1cc(Br)ccc1N=C1NC(=O)CS1
→ 11.5, .
CCNc1nccc(NCCOc2ccccc2)n1
→ -14.2, -24.1
O=C(Cc1ccccc1)N1CCOc2ccc(-c3ccncc3)cc21
→ -8.5, 3.6
CCCNC(=O)c1cnc(N2CCCC2CO)s1 (configuration not stated)
→ -12.1, -3.3
CCCNC(=O)c1csc(N2CCC(N3CCOCC3)CC2)n1
→ 4.7, -7.6
CCNC(=O)[C@H](CC(C)C)NC(=O)c1ccccc1Oc1nc(OC)cc(OC)n1
→ -0.1, .
CCN(CC)c1nc(NCCOc2ccccc2)nc(N2CCCC2CO)n1 (configuration not stated)
→ -7.7, -9.5
CC(=O)c1cccc(-c2ncc(C)c(NCc3nc4ccccc4[nH]3)n2)c1
→ -0.5, 9.6
NCCCC(N)C(=O)O (configuration not stated)
→ 9.9, .
c1cc(-c2ccnc(Nc3ccc(-c4nnn(-c5cccnc5)n4)cc3)n2)cc(N2CCOCC2)c1
→ 24.7, 9.5
Cn1nccc1Nc1cc(C(=O)NC2CC2)c2ccccc2n1
→ -4.8, 5.3
CC(C)n1c(N2CCc3ccccc3C2)nc2c(NC3CCN(Cc4ccccc4)CC3)ncnc21
→ -3.2, 11.4
Cc1nc(-c2cncc(-c3ccccc3)c2)cc(N2CCCCC2)n1
→ -5.6, .

Outcome played no part in choosing rows; 2.6% or so of the library scored in one or more.
